ALDH1A1 inh: blocks purified human ALDH1A1 activity; Potency, µM (series often up to 75.3 µM), for inactives: at the highest dose activity, negative = inhibition, actives largely listed as inhibitors; AID 1030; P00352; Purified ALDH1A1, NADH fluorescence, propionaldehyde substrate; actives 7.3% (n = 220,000); active means well fitted inhibition curve with a large enough effect, not every such curve was filed as active; inconclusive means small, poorly fitted or top-dose-only effect, or another doubt; inactive means no such curve, though single readings can be large or run the other way;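 further: plate controls were no enzyme wells and a reference inhibitor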
RECQ1 helicase: inhibitors of human RECQ1 DNA helicase; P46063; RECQ1 DNA unwinding, red fluorescence kinetic read; Potency, µM (series often up to 57.3 µM), for the others: at the top dose activity, negative = inhibition, most hits filed as inhibitors; actives 0.54% (n = 240,000);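 further: plate controls were vehicle for no effect and no enzyme for full effect; nearly all actives have a fitted effect of over 30% in size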
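50 nM RECQ1T1 preincubated 15 min with compound in Tris pH 8.0 buffer with MgCl2, DTT, Tween-20 and 2.5 ug/ml poly(dI-dC); started with 200 nM TAMRA/BHQ-2 forked duplex and 2 mM ATP. Unwinding read as fluorescence (525/598 nm), two reads 2 h apart.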
SMN2 splice up: increases expression of the SMN2 splice variant; AID 1458; actives 2.8% (n = 210,000); Potency, µM (top dose mostly 46.1 µM), for the others: top-dose activity change, positive = activation, most hits filed as activators; HEK293 SMN2-luciferase splicing reporter, luminescence, 30-36 h; further: % of control where 0% means no effect; nearly all actives have a fitted effect of over 55% in size
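HEK293 cells carry an SMN2 […]–luciferase reporter in which exon 7 inclusion puts luciferase in frame. Cells were plated 10-12 h before compound addition, then incubated 30-36 h at 37C. ONE-Glo luminescence was read; sodium butyrate at 4.5 mM final served as control.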
RGS12 GoLoco inh: blocks human Gai1 binding to RGS12 GoLoco peptide, red readout; Gai1:RGS12 GoLoco peptide FP, rhodamine, 10 min; Potency, µM (series often up to 61.6 µM), for inactives: at the highest dose activity, negative = inhibition, usual class: inhibitors; actives 0.44% (n = 230,000); active means well fitted inhibition curve with a large enough effect, not every such curve was filed as active; inactive means no such curve, though single readings can be large or run the other way; further: on the % scale 0 is the no-effect control and ±100 the full control effect; nearly all actives have a fitted effect of over 30% in size; many of its hits are not listed in these tables
TR SRC2 fluor cs: Texas Red fluorescence interference in TRb-SRC2 counter-screen. TRb/SRC2 Texas Red total fluorescence interference. Potency, µM (doses to about 106 µM), for the others: at the top dose fluorescence change, negative = quenching. actives 0.29% (n = 280,000); active means well fitted curve in either direction with a large enough effect; inconclusive means small, poorly fitted or top-dose-only effect; further: on the % scale 0 is the no-effect control and ±100 the full control effect
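Flags fluorescent or light-absorbing compounds by total fluorescence, S + 2P, at 555 nm excitation and 632 nm emission. Mixture: 20 nM Texas Red SRC2 peptide, 0.6 uM human TRb LBD, 1 uM T3, 5% DMSO; compound exposure 5 h at ambient temperature.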
Lamin A splicing: modulators of lamin A splicing; HeLa LMNA splicing GFP/RFP minigene ratio, 48 h; Potency, µM (series often up to 46.1 µM), for inactives: at the highest dose ratio change, negative = inhibition, most hits filed as inhibitors; actives 0.01% (n = 200,000); active means well fitted inhibition curve with a large enough effect in the signal ratio, with a control signal flat, not every such curve was filed as active; inconclusive means small, poorly fitted or top-dose-only effect, or effect the other way, or a change in a side signal; the % refers to the signal ratio; further: on the % scale 0 is the no-effect control and ±100 the full control effect
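Read-out is the ratio of GFP to DsRed2 object intensity, acquired by 488 nm laser-scanning cytometry on HeLa lamin A-EGFP minigene reporter cells. Compound incubation 48 hrs at 37 °C in Opti-MEM with 2% FBS; DMSO 0.5% final.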
TRb SRC2 PPI: TRbeta-SRC2 interaction inhibition; TRbeta-SRC2 peptide binding, fluorescence polarization; receptor liganded with 1 µM T3; P10828; Potency, µM (top dose mostly 106 µM), without a hit: at the top dose activity change, negative = inhibition, actives largely listed as inhibitors; actives 0.065% (n = 280,000);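 further: plate controls were bound peptide for no effect and peptide without receptor for full effect; nearly all actives have a fitted effect of over 50% in size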
Target sequence (P10828 whole entry, looked up): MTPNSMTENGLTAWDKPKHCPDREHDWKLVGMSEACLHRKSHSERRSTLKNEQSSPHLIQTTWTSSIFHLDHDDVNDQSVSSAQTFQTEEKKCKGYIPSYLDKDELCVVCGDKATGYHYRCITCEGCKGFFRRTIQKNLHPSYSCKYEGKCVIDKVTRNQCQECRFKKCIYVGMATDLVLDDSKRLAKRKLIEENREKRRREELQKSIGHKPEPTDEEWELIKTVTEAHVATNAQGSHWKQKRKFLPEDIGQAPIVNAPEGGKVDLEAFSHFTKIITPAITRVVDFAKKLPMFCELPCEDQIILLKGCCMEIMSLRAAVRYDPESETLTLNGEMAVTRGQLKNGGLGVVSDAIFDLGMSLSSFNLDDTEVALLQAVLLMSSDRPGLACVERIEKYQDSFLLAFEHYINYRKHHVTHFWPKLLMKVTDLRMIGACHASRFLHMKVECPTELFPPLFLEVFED
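Binding of a 20-amino-acid Texas Red SRC2 peptide (20 nM) to TRb ligand-binding domain (0.6 uM) with agonist T3 at 1 uM was followed by fluorescence polarization after a 5 hr room-temperature incubation.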
KDM4E inh: inhibitors of human JMJD2E histone demethylase; B2RXH2; JMJD2E catalytic domain, FDH-coupled NADH fluorescence (FDH is formaldehyde dehydrogenase); Potency, µM (titrated, usually from 57.1 µM), inactives show at the top dose activity change, negative = inhibition, actives largely listed as inhibitors; actives 1.6% (n = 230,000); active means well fitted inhibition curve with a large enough effect, not every such curve was filed as active; inconclusive means small, poorly fitted or top-dose-only effect, or another doubt; inactive means no such curve, though single readings can be large or run the other way;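 further: 0% = wells with enzyme and -100% = buffer wells without enzyme; nearly all actives have a fitted effect of over 50% in size; many of its hits are not listed in these tables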
Target sequence (B2RXH2 1-337 limits assumed): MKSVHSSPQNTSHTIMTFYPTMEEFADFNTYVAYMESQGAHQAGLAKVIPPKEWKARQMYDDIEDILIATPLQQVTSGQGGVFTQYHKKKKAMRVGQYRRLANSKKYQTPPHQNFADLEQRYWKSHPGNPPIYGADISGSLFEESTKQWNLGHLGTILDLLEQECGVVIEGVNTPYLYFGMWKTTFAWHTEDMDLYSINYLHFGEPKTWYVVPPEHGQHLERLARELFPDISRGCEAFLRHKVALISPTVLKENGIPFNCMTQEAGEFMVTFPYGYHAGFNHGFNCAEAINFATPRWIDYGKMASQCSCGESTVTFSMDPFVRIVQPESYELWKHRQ
Starred values were filed as active, the others as inactive; i = inactive; ? = inconclusive; . = not tested or not shown; [ ] = another dose, or the depositor's remark. Unless noted, the call rests on the fitted dose curve; in most records, active means well fitted curve in the direction sought with a large enough effect; inconclusive means small, poorly fitted or top-dose-only effect, or another doubt; inactive means no such curve, though single readings can be large; an effect the other way counts as inactive or inconclusive. Potency means the concentration at half of the fitted maximal effect.

Under each structure: ALDH1A1 inh	RECQ1 helicase	SMN2 splice up	RGS12 GoLoco inh	TR SRC2 fluor cs	Lamin A splicing	TRb SRC2 PPI	KDM4E inh
- CCOC(=O)N1CCN(C(=O)COc2ccc(S(=O)(=O)NCC(C)C)cc2C)CC1
→ ?	2%	-23%	-9%	0%	-20%	5%	-1%
- CNC(=O)c1ccc(OCc2ccccc2)c(OC)c1
→ 7%	-9%	22%	-1%	2%	-2%	-3%	6%
- CN1CC2=Cc3ccccc3OC23Oc2ccccc2C=C3C1
→ 11%	-10%	-18%	-1%	3%	-3%	9%	-5%
- CN(C)/C=C1\C(=O)NN=C1c1ccccc1
→ ?	1%	1%	4%	-4%	?	5%	-11%
- COc1ccc2c(c1)nc1n2CN(CC2CCCO2)CN1Cc1ccccc1 (stereo not drawn)
→ 5%	-5%	?	4%	-1%	-21%	-18%	2%
- CCC(C)NC(=O)COC(=O)Cc1sc(N)nc1-c1ccc(C)cc1 (stereo not drawn)
→ ?	-1%	4%	21%	0%	2%	0%	2%
- C/C(=N\NC(=O)CCC(=O)O)c1c(-c2ccccc2)c2cc(Br)ccc2[nH]c1=O
→ .	-4%	.	10%	-1%	.	-2%	-8%
- CCOc1ccc(NC(=S)NNC(=S)Nc2cccc(C(F)(F)F)c2)cc1
→ 1.3µM*	-7%	.	9%	-4%	.	2%	-16%
- COCCSc1nnc(NC(=O)C2CCCO2)s1 (stereo not drawn)
→ 5%	i	15%	-13%	-3%	-1%	-6%	3%
- O=C(O)C1CCC1C(=O)Nc1nc(-c2ccc(Cl)s2)cs1 (stereo not drawn)
→ 6%	-3%	.	3%	-2%	-3%[46 µM]	-6%	4%
- C/C(N)=C(/C#N)C(=O)CSc1cc(C)c2cc(C)cc(C)c2n1
→ 9%	i	-20%	23%	-3%	32%[46 µM]	3%	-6%
- Cc1noc(NC(=O)c2ccc(Cl)cc2)c1Cl
→ 16%	i	-12%	2%	3%	.	-2%	0%
- CC(C)CNC(=O)CN1C(=O)NC(Cc2c[nH]c3ccccc23)C1=O (stereo not drawn)
→ 5%	-5%	-6%	12%	-2%	?	3%	8%
- O=C1C=C(NCc2ccc(Cl)cc2)CC(c2ccco2)C1 (stereo not drawn)
→ -7%	-6%	-10%	6%	1%	-9%	-7%	-5%
- Cn1cccc1/C=C1\SC(=O)N(CC(=O)Nc2ccc(F)cc2)C1=O
→ 7%	-20%	.	30%	-7%	.	3%	8%
- COc1ccc(S(=O)(=O)N(C)CC(=O)Nc2ccccc2OC)cc1
→ -3%	14%	-14%	9%	2%	-4%	7%	6%
- C/C(=N\NC(=O)CSc1nc2ccccc2c(=O)n1-c1ccccc1C)c1cccs1
→ 1%	-4%	19%	20%	-9%	8%	2%	1%
- Nc1cc(S(=O)(=O)N2CCOCC2)ccc1Oc1ccc(F)cc1
→ 13%	i	-27%	5%	-3%	-13%[46 µM]	4%	-8%
- Cc1c(C#N)c2ccccc2n1CC(=O)NCc1cccnc1
→ 16%	i	28%	8%	-3%	-14%	-7%	14%
- COc1ccc(S(=O)(=O)NC(CC(=O)NCc2ccccc2OC)c2ccco2)cc1 (stereo not drawn)
→ 10µM*	4%	-18%	51%[activator]	3%	-4%	1%	-6%
- Cc1oc(-c2cccs2)nc1CN1CCN(C2CCCC2)C(CCO)C1 (stereo not drawn)
→ ?	i	.	3%	-1%	-12%[46 µM]	-8%	?
- CCCCC1=CC2=CC(=O)C(C)(OC(=O)CC)C(=O)C2=CN1CCc1c[nH]c2ccccc12 (stereo not drawn)
→ -4%[13.5 µM]	6%[11.5 µM]	-1%[9.22 µM]	0%[14.2 µM]	0%[11.2 µM]	23%[9.22 µM]	11%[11.2 µM]	4%[11.4 µM]
- COc1cccc(CC2CC(=O)N(c3ccc4c(C)cc(=O)oc4c3)C2=O)c1 (stereo not drawn)
→ 1.4µM*	-15%	1%	-7%	-3%	?	-2%	16%
- O=C(Nc1ccc(Cl)cc1)Nc1nnc(Cc2ccc([N+](=O)[O-])cc2)s1
→ 2%	-5%	0%	3%	-3%	-3%	1%	-1%
- COc1cccc(-c2ccc(C#N)c(OC(=O)c3ccc(Cl)cc3)n2)c1
→ ?	-13%	-10%	9%	-5%	-1%	3%	?
- CCOC(=O)c1c(NC(=O)CN2C(=O)c3ccccc3C2=O)sc(Cc2ccc3c(c2)OCO3)c1C
→ -3%	-11%	-24%	9%	-2%	6%	4%	15%
- O=C(COC(=O)CNC(=O)c1ccco1)Nc1ccc(F)cc1
→ 6%	i	2%	4%	2%	.	1%	5%
- COCCNC(=O)c1ccc(NC(=O)C2(c3ccccc3)CCCC2)cc1
→ -3%	i	18%	0%	2%	-3%[46 µM]	6%	6%
- CC1Cc2ccccc2N1C(=O)CSc1nnc2sc3ccccc3n12 (stereo not drawn)
→ 14µM*	-11%	-24%	11%	-5%	7%	3%	2%
- COc1ccc(NC(=O)C(NC(=O)Cc2cccs2)c2ccccc2)cc1 (stereo not drawn)
→ -1%	1%	16%	2%	-1%	-5%	8%	-3%
- CC(=O)Nc1ccc(OC(=O)c2cc3cc(Br)ccc3oc2=O)cc1
→ -13%	-1%	.	.	-4%	-8%	6%	-7%
- CCOc1ccc(Oc2ccc(C(F)(F)F)cc2N)cc1
→ 11%	-11%	6%[1.84 µM]	11%	0%	?	4%	8%
- O=C(COC(=O)c1ccc(S(=O)(=O)N2CCCC2)cc1)Nc1cccnc1Cl
→ ?	i	5%	-21%	1%	-10%[46 µM]	-2%	-6%
- COc1cc2[nH]c(=S)nc(NCc3cccs3)c2cc1OC
→ 11µM*	-6%	-10%	1%	0%	-22%[46 µM]	3%	4%
- CC1CCC/C(=N\NC(=O)Nc2ccccc2)C1 (stereo not drawn)
→ ?	-2%	.	.	-7%	-7%	4%	-7%
- COc1ncc2ncc(=O)n(C[C@H]3CCCO3)c2n1
→ ?	11%	.	-7%	.	-7%	.	.
- CC1=Nn2c(nnc2-c2cccs2)SC1
→ -1%	i	-8%	-6%	-2%	1%	2%	-4%
- COc1ccc(-c2cn(-c3ccc(C)cc3)c(=O)n2CC(=O)Nc2ccc(OC)cc2OC)cc1
→ ?	-16%	9%	46%	-2%	-3%	-1%	?
- COc1ccc(-c2[nH]ncc2CN(C)Cc2c(C)n[nH]c2C)c(OC)c1
→ 4%	i	-7%	-6%	0%	5%[46 µM]	3%	-13%
- CCOC(=O)N1CCN(c2nc3ccc(C(=O)c4ccccc4)cc3n3cnnc23)CC1
→ .	i	.	8%	3%	.	9%	?
- Cc1ccc(S(=O)(=O)NCCc2ccncc2)cc1
→ ?	-9%	10%	-6%	-4%	-2%	-2%	6%
- CC1(C(=O)NC2CCCCC2)CCC(=O)N1Cc1cccnc1 (stereo not drawn)
→ 6%	-9%	4%	0%	1%	-10%	0%	4%
- CC(=O)/C=C(\C)Nc1c(C)n(C)n(-c2ccccc2)c1=O
→ -7%	i	8%	5%	-1%	?	-6%	-1%
- COCc1nnc(NC(=O)CCC2CCCCC2)s1
→ ?	6%	-5%	4%	-4%	-10%	-2%	5%
- COc1ccc(C(C(=O)NC2CCCCC2)N(CC2CCCO2)C(=O)CNC(=O)c2ccco2)cc1 (stereo not drawn)
→ 3%	-8%	-13%	2%	0%	-10%	-6%	9%
- Cc1cc(OCc2cccc(Cl)c2)c(C)cc1CN1CCOCC1
→ 5%	?	.	8%	2%	.	3%	-2%
- Cc1ccc(C)c(-n2c(-c3csc(C)c3C)n[nH]c2=S)c1
→ 1%	1%	-5%	4%	1%	12%	-5%	-2%
- CCOC(=O)c1csc(-c2ccc([N+](=O)[O-])cc2)n1
→ -6%	-5%	18%	7%	-6%	.	-8%	-8%
- COc1ccc(NC(=S)NNC(=O)Cn2nc([N+](=O)[O-])cc2C)cc1
→ -4%	5%	8%	7%	-2%	6%	-3%	4%
- COc1ccc(OC)c(/C=C/C(=O)OCC(=O)Nc2cccc(Oc3ccccc3)c2)c1
→ ?	-14%	-6%	7%	-7%	-4%	-1%	?

Following part.
Under each structure: ALDH1A1 inh	RECQ1 helicase	SMN2 splice up	RGS12 GoLoco inh	TR SRC2 fluor cs	Lamin A splicing	TRb SRC2 PPI	KDM4E inh
- CC(C)=N/N=C1/NC(=O)C(CC(=O)Nc2cc(Cl)ccc2C)S1 (stereo not drawn)
→ -9%	1%	.	7%	0%	?	3%	-3%
- Cc1cccc2c(=O)c(C(=O)NCCCN3CCOCC3)c[nH]c12
→ 8%	i	24%	0%	0%	-2%	-7%	4%
- CCC1CCCCN1C(=S)Nc1ccc(SC(F)F)cc1 (stereo not drawn)
→ -6%	-5%	.	.	1%	?	0%	-1%
- Cc1ccc(Nc2nc(-c3c(C)nc4ncccn34)cs2)cc1
→ ?	9%	-2%	-12%	-10%	?	-2%	?
- CC(=O)COc1cc(C)cc2oc(=O)cc(-c3ccccc3)c12
→ 2.2µM*	i	-14%	7%	-1%	7%[46 µM]	-6%	-2%
- O=C1CCC=C1C(O)c1ccc(Cl)cc1 (stereo not drawn)
→ -8%	-7%	4%	-3%	-1%	.	6%	7%
- C=CCCCCCCCCCCC/C=C/C(O)COC(C)=O (stereo not drawn)
→ -5%	?	-60%[inhibitor]	2%	-6%	?	-5%	-3%
- OC(COc1ccc(-c2ccccc2)cc1)CN1CCOCC1 (stereo not drawn)
→ -5%	i	11%	10%	-4%	-14%[46 µM]	-3%	19%
- COc1ccccc1OCCCOc1ccc(C)cc1Br
→ 4%	-4%	?	1%	-2%	-1%	-3%	-7%
- COc1ccc(C2C(C(N)=O)=C(C)Nc3nc(-c4ccccc4OC)nn32)cc1OC (stereo not drawn)
→ -6%	-10%	52%	-1%	-1%	2%	-11%	-28%
- Cn1c(CC(=O)Nc2ccc(F)cc2)c(Sc2ccccc2)c2ccccc21
→ -7%	-3%	4%	-2%	1%	-9%	-2%	-4%
- COc1ccc(OC)c(NC(=O)CSc2ccccc2)c1
→ -7%	-10%	-19%	11%	-5%	2%	5%	5%

This is a subset; count on the stated rates, not on these rows.
